# p53ts 32C kill: cytotoxicity in p53ts cells at permissive temperature | H1299-p53A138V at 32C, ATP luminescence viability, 24 h | Potency, µM (doses to about 46.1 µM), for inactives: top-dose activity change, negative = cytotoxicity, actives largely listed as cytotoxic | actives 0.93% (n = 130,000) | AID 924;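 further: 0% = DMSO and -100% = full killing by reference compound; nearly all actives have a fitted effect of over 55% in size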
#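 ATP-content luminescence (ATPlite) read-out after 24 h compound exposure at 32C in H1299-p53A138V cells (600/well). Tested up to 46 uM. Normalized to DMSO (0%) and 100 uM tamoxifen (100% killing); Hill-fit AC50.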
# IkB signaling: suppresses IkB signaling in ABC-DLBCL reporter cells; ABC-DLBCL IkBa-CBG/CBR dual luciferase ratio, 4 h; response scale: scaled: untreated 0%, proteasome inhibitor 100%; actives 0.04% (n = 110,000); Potency, µM (titrated, usually from 57.1 µM), for the others: top-dose IkBa stabilization activation; active means well fitted curve in the direction sought with a large enough effect in the signal ratio, not every such curve was filed as active; inconclusive means small, poorly fitted or top-dose-only effect, or a change in a side signal; the % refers to the signal ratio;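 further: the direction sought is a rising ratio; 0% = basal untreated cells and 100% = reference inhibitor full response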
#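 Curves were fitted separately to fusion (green), unfused (red) and ratio luminescence, then classed by r2, magnitude and activity. Cells: OCI-Ly3, 4 h compound plus doxycycline at 37C; 10 uM MG-132 defined full response.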
# Imprint erasure: induces erasure of genomic imprints in mouse ES cells | mouse ES Peg3-LacZ reporter, beta-gal luminescence, 40 h | Potency, µM (doses to about 60.7 µM), without a hit: top-dose activity change, positive = activation, usual class: activators | actives 0.02% (n = 110,000) | AID 1948;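 further: 0% = negative control wells on the plate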
#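 Readout: BetaGlo luminescence (5 min, room temp) for LacZ from the normally silent maternal Peg3 allele in female Peg3LacZ-Neo ES cells. Cells 300/well, 40 h, 37C, 5% CO2. Data normalized per plate to negative controls.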
# p53ts 39C kill: kills p53ts cells at the nonpermissive temperature; actives 1.5% (n = 130,000); Potency, µM (series often up to 46.1 µM), without a hit: at the top dose activity change, negative = cell killing, actives largely listed as cytotoxic; AID 902; H1299-p53A138V viability at 39C, ATP luminescence, 24 h; further: nearly all actives have a fitted effect of over 55% in size
# Numbers without * were called inactive; ? = inconclusive; nt = not tested or not shown; & = joins results of further samples; [ ] = remark or other dose. Unless noted, the call rests on the fitted dose curve; in most records, active means well fitted curve in the direction sought with a large enough effect; inconclusive means small, poorly fitted or top-dose-only effect, or another doubt; inactive means no such curve, though single readings can be large; an effect the other way counts as inactive or inconclusive. Unless noted, on the % scale 0 is the no-effect control and ±100 the full control effect; potency means the concentration at half of the fitted maximal effect.
SMILES,p53ts 32C kill,IkB signaling,Imprint erasure,p53ts 39C kill
C[C@]1(OC(=O)/C=C\c2ccccc2)C[C@@H](O)[C@@]2(O)C=CO[C@@H](O[C@H]3O[C@@H](CO)[C@@H](O)[C@@H](O)[C@@H]3O)[C@H]21,1%[20.6 µM],1.0%[25.6 µM],-6%[16.8 µM],5%[20.6 µM]
CC(=O)Nc1nonc1-c1nnc(SCc2ccc(F)cc2)n1C,-3%,3.1%,4%[10.9 µM],34%[activator]
Cn1c(=O)c2c(-c3ccc(Br)cc3)n(CCc3ccccc3)cc2n(C)c1=O,9%,?,6%[10.9 µM],-17%
Cn1cccc1C(=O)N1CCC[C@@]2(CCN(C(c3ccccc3)c3ccccc3)C2)C1,-3%,2.7%[11.4 µM],nt,-5%
O=C(Nc1cccc(O)c1)C1CCCN1C(=O)OCc1ccccc1 (stereo unspecified),0%,2.3%,-9%,10%
CCC(=O)N1CCN=C1SCc1ccccc1,0%,-1.6%,-10%,1%
CCOC(=O)c1c(-c2ccccc2)oc2ccc(NS(=O)(=O)c3ccc(C)cc3)cc12,13%,?,-18%[10.9 µM],?
Cc1cccc2nc(Cn3c(=O)n(-c4ccc(Cl)cc4)c(=O)c4c5c(sc43)CCC5)cc(=O)n12,12%,-1.2%,5%[10.9 µM],9%
Cc1oc2c(c1C(=O)Nc1ccc(Cl)cc1F)C1=NCCN1C=N2,-4%,?,-12%[10.9 µM],3%
CCn1c(=O)cc(SCC(=O)N2CCN(c3ccccn3)CC2)c2ccccc21,-26%,4.1%,-22%,-29%
O=C(NCC1CCCO1)c1cccc(N2C(=O)C3C4C=CC(C4)C3C2=O)c1 (stereo unspecified),1%,2.1%,-2%,6%
O=C(NC1CC(=O)N(c2cccc(F)c2)C1)c1ccc(S(=O)(=O)N2CCCC2)cc1 (stereo unspecified),-1%,?,-8%[10.9 µM],-19%
Cn1c(=O)cc(SCC(=O)NCc2ccc(F)cc2)c2ccc(Cl)cc21,5%,-3.1%,3%[10.9 µM],12%
COc1ccc(NC(=O)c2ccco2)cc1NC(=O)c1cccc(C)c1OC,-2%,-4.3%,-7%[10.9 µM],-2%
O=C1CCc2cc(S(=O)(=O)NC(C(=O)Nc3ccc(F)cc3)c3ccccc3)ccc2N1 (stereo unspecified),11%,?,-14%[10.9 µM],1%
Cc1ccc(NC(=O)c2ccc(S(=O)(=O)N3CCCC3)cc2)cc1,10%,?,-7%,0%
CCCN(CCC)S(=O)(=O)c1ccc(C(=O)Nc2nnc(CSC)o2)cc1,-26%,4.7%,-21%,?
Cc1ccc(NC(=O)CCC(=O)N2Cc3ccccc3Oc3ncccc32)cc1Cl,2%,5.0%,?,1%
COc1ccc(N2CCN(C(CNC(=O)C(=O)NCCCN(C)C)c3cccnc3)CC2)cc1 (stereo unspecified),1%,0.7%,-4%[10.9 µM],-1%
O=C(CCC(=O)NC1CC1)Nc1nnc(C2CCCCC2)s1,-5%,2.6%,-9%,-17%

# For reference, 10 of the compounds above:
SMILES,p53ts 32C kill,IkB signaling,Imprint erasure,p53ts 39C kill
O=C(NCC1CCCO1)c1cccc(N2C(=O)C3C4C=CC(C4)C3C2=O)c1 (stereo unspecified),1%,2.1%,-2%,6%
O=C(NC1CC(=O)N(c2cccc(F)c2)C1)c1ccc(S(=O)(=O)N2CCCC2)cc1 (stereo unspecified),-1%,?,-8%[10.9 µM],-19%
Cn1c(=O)cc(SCC(=O)NCc2ccc(F)cc2)c2ccc(Cl)cc21,5%,-3.1%,3%[10.9 µM],12%
COc1ccc(NC(=O)c2ccco2)cc1NC(=O)c1cccc(C)c1OC,-2%,-4.3%,-7%[10.9 µM],-2%
O=C1CCc2cc(S(=O)(=O)NC(C(=O)Nc3ccc(F)cc3)c3ccccc3)ccc2N1 (stereo unspecified),11%,?,-14%[10.9 µM],1%
Cc1ccc(NC(=O)c2ccc(S(=O)(=O)N3CCCC3)cc2)cc1,10%,?,-7%,0%
CCCN(CCC)S(=O)(=O)c1ccc(C(=O)Nc2nnc(CSC)o2)cc1,-26%,4.7%,-21%,?
Cc1ccc(NC(=O)CCC(=O)N2Cc3ccccc3Oc3ncccc32)cc1Cl,2%,5.0%,?,1%
COc1ccc(N2CCN(C(CNC(=O)C(=O)NCCCN(C)C)c3cccnc3)CC2)cc1 (stereo unspecified),1%,0.7%,-4%[10.9 µM],-1%
O=C(CCC(=O)NC1CC1)Nc1nnc(C2CCCCC2)s1,-5%,2.6%,-9%,-17%

# Further results follow.
SMILES,p53ts 32C kill,IkB signaling,Imprint erasure,p53ts 39C kill
CC1(Cc2ccc3c(c2)OCO3)NC(=O)NC1=O (stereo unspecified),-2%,6.2%,-8%,7%
COC(=O)[C@H]1[C@@H]2C[C@H]3c4[nH]c5ccccc5c4CCN3C[C@@H]2CC[C@@H]1O,-15%,?,-12%,-14%
Cc1c(Cl)c(S(N)(=O)=O)cc2c1=NC=NS=2(=O)O,-4%[9.22 µM],-0.1%[11.4 µM],-6%[10.9 µM],2%[9.22 µM]
Cc1ccc(S(=O)(=O)N2CCN(c3ccc([N+](=O)[O-])c(NCCN4CCOCC4)c3)CC2)cc1,-10%,nt,nt,-16%
COc1cccc(Nc2ncnc3c2cnn3-c2cccc(C)c2)c1,-20%,nt,nt,1%
COc1ccc(S(=O)(=O)N2Cc3ccccc3CC2C(=O)Nc2ccc(O)cc2)cc1OC (stereo unspecified),-2%,2.3%,2%,1%
Cn1c(CNc2ccc(Cl)cc2)nc2ccccc21,?,?,-68%[inhibitor],?
Cn1c(=O)n(C)c2cc(NC(=O)c3cc4ccccc4o3)ccc21,6%,?,-25%,-15%
COc1ccc(C2C3=C(CC(C)(C)CC3=O)Oc3ncn4nc(-c5cccnc5)nc4c32)cc1OC (stereo unspecified),0%,0.8%,5%,16%
Cc1cc2c(cc3c(SCc4ccc(Cl)cc4)nnc(C)n32)o1,-10%,-1.4%,-13%[10.9 µM],10µM*
Cc1cc(C)cc(OC(=O)N2CCOCC2)c1,2%,-0.2%,0%,-2%
CCC(=O)c1ccccc1OCCSc1nc(C)cc(=O)[nH]1,-1%,-4.0%,-14%,3%
O=C(CCc1ccc(O)cc1)c1c(O)cc(O)cc1O[C@@H]1O[C@H](CO)[C@@H](O)[C@H](O)[C@H]1O,0%,nt,6%,9%
CCc1ccc(NC(=O)CC2C(=O)N(c3ccc(C)cc3)C(=O)N2CCc2ccncc2)cc1 (stereo unspecified),0%,2.5%,-11%[10.9 µM],-17%
O=C(CCN1C(=O)C2C3C=CC(C3)C2C1=O)Nc1nccs1 (stereo unspecified),-12%,1.1%,-5%,-12%
CCN1C(=O)Cc2cc(S(=O)(=O)N3CCOCC3)ccc21,-1%,-1.0%,-12%,8%
COCCNC(=O)CSc1cn(CC(=O)N2CCCCCC2)c2ccccc12,-6%,-0.5%,-14%[10.9 µM],-18%
CCC1Oc2ccc(C)cc2N(CC(=O)NCCN2CCCCCC2)C1=O (stereo unspecified),15%,0.2%,-27%,8%
COc1ccc(C(=O)Nc2ccc3nc(SCC(=O)N4CCOCC4)sc3c2)cc1,-6%,?,-12%[10.9 µM],18%
COc1ccc(N2CCN(c3nc4ccccc4n3CC(=O)c3ccccc3)CC2)cc1,10%,?,-13%,-8%
CCOc1ccc2nc(NC(=O)c3cc(=O)c4ccc(C)cc4o3)sc2c1,0%,-0.3%,-6%[10.9 µM],11%
COc1cccc(NC(=O)Cn2c(=O)oc3cc(S(=O)(=O)N4CCCCC4)ccc32)c1,-1%,2.6%,-12%[10.9 µM],-6%
CCOc1cc2c(cc1OCC)C(c1ccc(O)c(OC)c1)NCC2 (stereo unspecified),-2%,-2.7%,2%,4%
Cc1ccccc1Nc1c(-c2ccc(N3CCOCC3)cc2)nc2cccc(C)n12,?,?,-11%[10.9 µM],7.9µM*
O=C(NCCc1ccccc1)c1sc2ncccc2c1-n1cccc1,9%,?,-14%[10.9 µM],-13%
CCC(=O)N1c2ccccc2CC1C(=O)NCCc1cc(OC)c(OC)c(OC)c1 (stereo unspecified),5%,-2.5%,5%[10.9 µM],7%
COc1cccc(CNC(=O)C2CCN(S(=O)(=O)c3c(C)noc3/C=C/c3cccs3)CC2)c1,8%,-1.0%,-3%[10.9 µM],10%
O=C(CNC(=O)c1ccco1)NCC(=O)OCc1ccccc1Br,-11%,-3.2%,6%,3%
CCc1nn2c(=O)cc(COC(=O)CNC(=O)COc3ccc(C)cc3)nc2s1,5%,-0.5%,-6%[10.9 µM],9%
CCN(CC)CCNC(=O)Cn1ncc2c3ccccc3n(Cc3ccc(Cl)cc3)c2c1=O,-1%,1.0%,13%[10.9 µM],-11%
CCOC(=O)C1CCN(C(=O)C2CCCCC2)CC1,5%,-0.6%,15%,-1%
CN1CCN(c2cc(=O)n(C3CCCCC3)c(=O)[nH]2)CC1,-7%,0.1%,-5%,4%
CC(=O)c1cccc(NC(=O)Nc2ccc3c(c2)N(C)C(=O)CS3)c1,?,?,-14%,20µM*
Cc1ccc(SCc2cc(=O)n3[nH]cnc3n2)cc1,-6%,3.8%,-46%[inhibitor],4%
CCN1C(=O)CC(C(=O)Nc2ccc(F)cc2)SC1=Nc1cccc(OC)c1 (stereo unspecified),-9%,?,-12%,-14%
COC(=O)c1cc(S(=O)(=O)NCC2CCN(Cc3ccc(F)cc3)CC2)c[nH]1,-4%,-2.8%,-7%[10.9 µM],6%
c1ccc(C2[C@H]3CN(CC4CCCCC4)[C@H](c4ccccc4)C34CC2(c2ccccc2)C4)cc1 (stereo partly specified),12%,nt,-11%,0%
CCOC(=O)C1CCCN(Cc2nc(N)nc(Nc3ccc(Cl)cc3)n2)C1 (stereo unspecified),2%,?,-17%,-6%
Cc1cc2nc(-c3ccc(NC(=O)C(C)C)cc3)oc2cc1C,10%,-4.3%,-30%[inhibitor],-6%
CCOc1ccc(-c2cn3c(n2)sc2cc(C(=O)NCCc4ccc(OC)cc4OC)ccc23)cc1,-5%,2.5%,-6%[10.9 µM],-27%
COC(=O)c1ccc(CCc2cc(O)ccc2O)cc1,?,?,-6%[10.9 µM],48%[activator][9.22 µM]
Cc1cc(Oc2ccc(-c3ccccc3)cc2)n2ncnc2n1,-2%,?,-10%,-3%
O=C1c2ccccc2C(=O)c2c1ccc(O)c2O,-2%&-13%,nt,-43%&-25%[inhibitor],-13%&-20%
COc1cccc(C(=O)CC2(O)C(=O)Nc3ccc(Cl)cc32)c1 (stereo unspecified),8%,4.7%,19%[10.9 µM],-28%
CC1CC(C)CN(CCCNC(=O)CNC(=O)Cn2ccc3ccccc3c2=O)C1 (stereo unspecified),2%,4.6%,3%,6%
Cc1cccc2cc(C#N)c(SCC(=O)N3CCC(C)CC3)nc12,-1%,-0.1%,-12%,-11%
C1=CN2CCC1C(c1ccccc1)C2 (stereo unspecified),-10%,-1.0%,-44%[inhibitor],-6%
CN(C)S(=O)(=O)c1ccc2c(c1)N(CC(=O)Nc1cccc(C(F)(F)F)c1)C(=O)CS2,-5%,1.2%,-6%[10.9 µM],8%
CCOC(=O)c1ccc(Nc2c(CC)c(C)nc3ncnn23)cc1,1%,1.6%,nt,4%
CCN(CC)C(=O)CCC(=O)Nc1ccc(C(=O)OC)cc1,-7%,4.7%,6%,-3%
N#Cc1nc(-c2ccc(COc3ccc(Cl)cc3)o2)oc1N1CCCCC1,-6%,?,-6%[10.9 µM],6%
CCCCCCNC(=O)c1c(O)c2cccc3c2n(c1=O)CCC3,-4%,0.5%,-4%,-3%
CCc1nnc(SCC(=O)Nc2cccc(C(F)(F)F)c2)c2cc3oc(C)cc3n12,-23%,?,-12%[10.9 µM],-27%
O=C(CSc1nnc(Cc2cc(=O)[nH]c(=O)[nH]2)n1-c1ccc(F)cc1)N1CCCCC1,-2%,-0.8%,-4%,-2%
CCCOC(=O)C1[C@H]2C(=O)N(CCCOC)C[C@]23C=C[C@H]1O3 (stereo partly specified),2%,-1.1%,-10%,3%
Cc1cccc(OCCn2c(SCC(=O)O)nc3ccccc32)c1,-7%,0.7%,-17%[10.9 µM],-6%
COc1ccc(CCN2CC(C#N)=C3c4cc(OC)c(OC)cc4CCN3C2)cc1OC,-14%,?,-14%,1%
O=C1C(c2ccc(F)cc2)N(CCc2ccc(Cl)cc2)C(=O)CN1C1CCCCC1 (stereo unspecified),-3%,0.3%,-12%[10.9 µM],?
Cc1nc2ccccc2c(=O)n1/N=C/c1cn(-c2ccccc2)nc1-c1cccs1,-18%,?,3%,-26%
